Source: PubChem
UbGFP stabilizer: ubiquitin-GFP accumulation via proteasome inhibition; Ubiquitin-GFP reporter cells, proteasome inhibition, GFP fluorescence; response scale: untreated = 0%, 10 µM MG-132 = 100%; AID 526; Potency, µM (highest dose often 45.9 µM), for inactives: top-dose activation (GFP accumulation), hits mostly activators; 67,000 tested, under 10 active; active = well fitted activation curve with a large enough effect, not every such curve was filed as active; inconclusive = small, poorly fitted or top-dose-only effect, or another doubt; inactive = no such curve, though single readings can be large or run the other way; note: potency is the fitted concentration of half-maximal effect
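Proteasome blockade was scored as a rise in GFP-expressing U2OS cells carrying a ubiquitin(G76V)-GFP construct, imaged after 4 hr compound treatment at 37 °C across a 46 uM–2.9 nM series.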
DNA Pol III inh: inhibitors of bacterial DNA polymerase III holoenzyme. Potency, µM (top dose mostly 57.1 µM), inactives show top-dose activity change, negative = inhibition. AID 603. 0.25% of 71,000 active. reconstituted DNA polymerase III holoenzyme replication, biochemical; note: potency is the fitted concentration of half-maximal effect; % is set by controls: 0 for no effect and ±100 for the full control effect
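Reconstituted *E. coli* holoenzyme (0.35 nM Pol III, 1 nM beta, 154 nM SSB, 2 nM primase) was preincubated with compound for 15 min at RT. Synthesis on 1.4 nM ssM13Gori ran 35 min, then was stopped with PicoGreen/EDTA and read as dsDNA fluorescence.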
HBB splicing: hemoglobin beta splicing modulation | HBB splicing reporter cell assay, activation; EGFP reporter with mutant IVS2-654 intron; response scale: normalised to 500 nM splice-correcting PNA | Potency, µM (doses to about 46.1 µM), for the others: at the highest dose activation, hits mostly activators | 0.06% of 65,000 active; note: potency is the fitted concentration of half-maximal effect; 0% is about no effect
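Compounds were applied for 2 days to HeLa EGFP-654 cells, 500/well in Optimem with 2% FCS. The reporter's EGFP is disrupted by mis-splicing of beta-globin intron IVS2-654. Readout: summed well GFP fluorescence from 488 nm laser scanning; reference was 500 nM antisense […] 654 PNA.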
Rhodamine autofl: compound fluoresces in the rhodamine spectral region; Rhodamine-region fluorescence, 547/598 nm, Tris buffer; stronger effect = higher value; max dye-equivalent concentration, M; 0.05% of 59,000 active; AID 594; in the data active = max dye-equivalent concentration above about 11 nM; inconclusive = between about 1.1 nM and that limit
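Read-out is relative fluorescence at 547 nm excitation and 598 nm emission, expressed as dye-equivalent concentration using rhodamine standards on every plate. Each compound was profiled across a concentration series after 15 min in 100 mM Tris, pH 8.0.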
4-MU autofl: compound fluoresces in the 4-MU spectral region; compound autofluorescence, 340/450 nm, 4-MU equivalents; stronger effect = higher value; max dye-equivalent concentration, M; 11% of 59,000 active; AID 589; in the data active = max dye-equivalent concentration above about 10 nM; inconclusive = mostly about 1.1 nM to 9.6 nM
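Compounds in 100 mM Tris, pH 8.0, sat 15 min at room temperature before fluorescence was read at 340 nm excitation/450 nm emission; a per-plate six-point 4-MU standard curve converted signals to dye-equivalent concentration at each compound concentration.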
Fluorescein autfl: fluorescein region autofluorescence; Compound autofluorescence, 480/540 nm, fluorescein-equivalent; stronger effect = higher value; max fluorescein-equivalent concentration, M; 0.91% of 59,000 active; in the data active = max fluorescein-equivalent concentration above about 10 nM; inconclusive = between about 1.1 nM and that limit
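In this qHTS profile, compound fluorescence was measured with a 480 nm/540 nm filter pair following a 15-min room-temperature incubation in 100 mM Tris (pH 8.0). A six-point fluorescein series on each plate served for normalization.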
Texas Red fluor: compounds fluorescent in Texas Red spectral region. Compound fluorescence, Texas Red channel, 547/618 nm; stronger effect = higher value. max dye-equivalent concentration, M. 0.06% of 59,000 active; in the data active = max dye-equivalent concentration above about 10 nM; inconclusive = between about 1.1 nM and that limit
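Pin-transferred compounds and Texas Red standards go into 100 mM Tris buffer, pH 8.0. After 15 min at room temperature, plates are imaged with 547/618 nm filters. Each value is a dye-equivalent concentration derived from the per-plate dye curve.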
HADH2 inhib: blocks human hydroxyacyl-CoA dehydrogenase type II; Q99714; recombinant HADH2, NADH fluorescence, beta-hydroxybutyryl-CoA; Potency, µM (highest dose often 57.1 µM), without a hit: at the top dose activity change, negative = inhibition, most hits filed as inhibitors; 3.4% of 73,000 active; note: potency is the fitted concentration of half-maximal effect; % is set by controls: 0 for no effect and ±100 for the full control effect; nearly all actives have a fitted effect of over 60% in size; many of its hits are not listed in these tables
Target sequence (Q99714 whole entry, looked up, one chain of several): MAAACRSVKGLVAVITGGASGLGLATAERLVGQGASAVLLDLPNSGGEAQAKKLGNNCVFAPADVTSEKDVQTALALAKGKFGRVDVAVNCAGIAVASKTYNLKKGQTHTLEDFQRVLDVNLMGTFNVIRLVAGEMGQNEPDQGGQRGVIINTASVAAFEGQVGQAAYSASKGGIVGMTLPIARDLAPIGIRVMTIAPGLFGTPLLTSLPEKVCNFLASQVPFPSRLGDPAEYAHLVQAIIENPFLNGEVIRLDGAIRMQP
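NADH fluorescence (ex 360/em 450 nm) read every 30 s for 4 min; activity taken as last-minus-first time point difference. Enzyme 20 nM, NAD+ 1 mM, beta-hydroxybutyryl-CoA 90 uM, pH 9.0 Tris buffer.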
15-hLO inh: blocks human 15-lipoxygenase activity; P16050; purified 15hLO-1, xylenol orange hydroperoxide absorbance; Potency, µM (doses to about 57.1 µM), without a hit: at the highest dose activity change, negative = inhibition, actives largely listed as inhibitors; 1.4% of 74,000 active; AID 887; note: potency is the fitted concentration of half-maximal effect; % is set by controls: 0 for no effect and ±100 for the full control effect; nearly all actives have a fitted effect of over 55% in size
Target sequence (P16050 whole entry, looked up): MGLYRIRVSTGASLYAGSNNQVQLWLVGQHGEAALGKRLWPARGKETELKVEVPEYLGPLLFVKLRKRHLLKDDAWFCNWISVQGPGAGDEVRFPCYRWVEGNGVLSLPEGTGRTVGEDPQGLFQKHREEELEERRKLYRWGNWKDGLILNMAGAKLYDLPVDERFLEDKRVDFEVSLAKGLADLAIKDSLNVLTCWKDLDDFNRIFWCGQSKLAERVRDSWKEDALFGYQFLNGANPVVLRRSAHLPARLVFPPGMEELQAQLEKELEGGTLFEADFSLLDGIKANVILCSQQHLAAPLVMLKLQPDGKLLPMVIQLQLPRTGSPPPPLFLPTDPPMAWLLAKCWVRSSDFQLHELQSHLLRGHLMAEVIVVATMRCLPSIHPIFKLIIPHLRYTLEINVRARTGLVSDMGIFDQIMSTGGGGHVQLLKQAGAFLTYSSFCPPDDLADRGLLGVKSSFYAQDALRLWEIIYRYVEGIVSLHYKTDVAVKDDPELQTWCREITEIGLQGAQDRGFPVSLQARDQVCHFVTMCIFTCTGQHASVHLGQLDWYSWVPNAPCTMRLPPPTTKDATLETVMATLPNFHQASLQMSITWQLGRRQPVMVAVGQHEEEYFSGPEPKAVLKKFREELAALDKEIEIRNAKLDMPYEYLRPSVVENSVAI
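Purified human 15hLO-1 (40 nM final) in 25 mM Hepes pH 7.5, 0.01% Triton X-100 was preincubated with compound 15 min at room temperature, then reacted 6 min with 50 uM arachidonic acid; hydroperoxide detected by Fe-XO, 573/405 nm absorbance ratio.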
Epigenetic mod: epigenetic modulators derepressing GFP locus in mouse cells. mouse C127i GFP locus derepression, cytometry, 30 h. Potency, µM (series often up to 46.1 µM), for the others: top-dose GFP derepression (activation). 0.09% of 68,000 active; note: % of control where 0% means no effect
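Murine C127i mammary cells carrying a silenced, stably integrated CMV-driven GFP reporter were treated with compound for 30 hours at 37 C. After PBS washes, GFP-positive cells were counted by laser-scanning microplate cytometry.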
Hsp90 Hop PPI: changes Hsp90-Hop TPR2A binding signal, up or down | AlphaScreen TPR2A-His6 binding biotin-Hsp90 C-terminal peptide | AID 595 | 0.44% of 71,000 active | Potency, µM (series often up to 57 µM), for the others: at the top dose activity change, negative = inhibition; active = well fitted curve in either direction with a large enough effect; inconclusive = small, poorly fitted or top-dose-only effect, or another doubt; note: potency is the fitted concentration of half-maximal effect; % is set by controls: 0 for no effect and ±100 for the full control effect; many of its hits are not listed in these tables
The depositor's hits bear a star; i = inactive; ? = inconclusive; . = no result given; & = joins results of further samples; [ ] = remark or other dose. Unless noted, calls come from the whole dose curve; as a rule, active = well fitted curve in the direction sought with a large enough effect; inconclusive = small, poorly fitted or top-dose-only effect, or another doubt; inactive = no such curve, though single readings can be large; an effect the other way counts as inactive or inconclusive. An excerpt; rates above refer to the full screens.

Value order – DNA Pol III inh, Rhodamine autofl, HBB splicing, UbGFP stabilizer, 15-hLO inh, Epigenetic mod, Texas Red fluor, HADH2 inhib, Fluorescein autfl, 4-MU autofl, Hsp90 Hop PPI
> Cn1c(C(C#N)C2=C(Cl)C(=O)N(c3ccccc3)C2=O)nc2ccccc21 (stereo unspecified)
  -4%, i, -0.2%[57.5 µM], -3%, -14%, 1%, ?, ?, ?, 1.9e-08M*, ?
> COCCn1c(SCC(=O)Nc2cccc(OC)c2)nnc1-c1ccccc1
  -1%, i, -1.1%, 1%, -1%, 7%, i, 18%, i, i, 0%
> COC(=O)C1CCN(C(=O)COC(=O)CC(NC(N)=O)c2ccc(Cl)cc2)CC1 (stereo unspecified)
  0%, i, 0.0%[57.5 µM], -2%, 1%, -3%, i, 2%, i, i, 1%
> CSc1ncccc1C(=O)OCC(=O)N(CC(C)C)C1CCS(=O)(=O)C1 (stereo unspecified)
  -4%, i, -3.2%, -5%, 7%, 2%, i, 1%, i, i, -6%
> COc1ccc(-c2nc(N3CCCC3)nc3nn4c(C)cc(C)nc4c23)cc1
  0%, i, -2.4%, -8%, -19%, 0%, i, 20%, i, 3.1e-08M*, -9%
> CCOC(=O)C1CCN(C(=O)c2n[nH]c(=O)c3ccccc23)CC1
  2%, i, 0.9%, 3%, 5%, 1%, i, 11%, i, i, -3%
> CCOC(=O)C1=C(C)NC2=C(C(=O)c3ccccc32)C1c1cccnc1 (stereo unspecified)
  6%, i, 0.0%, -4%, 1%, 18%, ?, 1%, ?, i, -9%
> CCOc1ccc(CNC(=O)C2CCCN(S(C)(=O)=O)C2)cc1OC (stereo unspecified)
  -6%, i, -1.0%, 6%, 0%, -4%, i, 5%, i, i, -1%
> O=C(Nc1ccc2c(c1)OCO2)c1cccc(F)c1
  -4%, i, -0.7%, 8%, 3%, 0%, i, -18%, i, i, -3%
> COCCn1c(=O)c(-c2ccc(F)cc2)nc2cnc(OCc3ccccc3)nc21
  -5%, i, 0.6%, -9%, 3%, 5%[9.22 µM], i, -11%, i, 1.5e-08M*, -3%
> COc1ccc(N2CCN(C(=O)CN(c3cccc(Br)c3)S(C)(=O)=O)CC2)cc1
  1%[11.4 µM], ., -0.4%[0.0738 µM], 3%[9.17 µM], 0%[11.4 µM], -2%, ., 1%[11.4 µM], ., ., -11%[11 µM]
> CCOCc1cnc(C)nc1NCC(=O)c1c(C)n(C)c2ccc(OC)cc12
  -6%, i, ., 10%, 3%, 1%, i, -11%, i, i, -6%
> Cc1cc(O)c(C(=O)c2ccccc2C(=O)O)cc1C
  -5%, ., -2.6%, -13%, 8%, 0%, ., -11%, ., ., -2%
> COc1cccc(C2C(C#N)=C(N)OC(C(C)(C)C)=C2C#N)c1 (stereo unspecified)
  1%, i, 2.1%[0.369 µM], ., -24%, -5%, i, -14%, ?, i, 1%
> Cn1c(=O)c2c3c(sc2n2c(SCC(=O)c4ccc(Cl)cc4)nnc12)COC(C)(C)C3
  ., i, ., ., ., -3%[20.6 µM], i, ., i, i, .
> CNc1nc(-c2ccc3c(c2)OCO3)nc2ccccc12
  -2%, i, -1.6%, 12%, 3%, -5%[9.22 µM], i, ?, ?, i, 5%
> Cc1nnc(SCC(=O)NCc2ccc3c(c2)OCO3)[nH]c1=O
  -5%, i, ., 4%, 3%, -4%, i, -6%, i, i, 0%
> CC(C)(C)c1nn(-c2ccccc2)c2[nH]c(=O)c(CNCc3ccco3)cc12
  -9%, i, -0.7%, ?, 6%, 4%, i, -2%, ?, i, -10%
> CCCC(CCC(=O)Nc1ccc(C(=O)OC)cc1)C(=O)O (stereo unspecified)
  ., i, ., ., ., 4%[20.6 µM], i, ., ?, i, .
> CCOC1(OCC)N=C(N)C2(C#N)C(c3ccc(NC(C)=O)cc3)C12C#N (stereo unspecified)
  2%, i, -0.4%, -7%, -3%, 2%, i, -15%, i, ?, ?

Single records, from the list above. Screens in order: DNA Pol III inh, Rhodamine autofl, HBB splicing, UbGFP stabilizer, 15-hLO inh, Epigenetic mod, Texas Red fluor, HADH2 inhib, Fluorescein autfl, 4-MU autofl, Hsp90 Hop PPI
CSc1ncccc1C(=O)OCC(=O)N(CC(C)C)C1CCS(=O)(=O)C1 (stereo unspecified) is listed as -4%, i, -3.2%, -5%, 7%, 2%, i, 1%, i, i, -6%
COC(=O)C1CCN(C(=O)COC(=O)CC(NC(N)=O)c2ccc(Cl)cc2)CC1 (stereo unspecified) is listed as 0%, i, 0.0%[57.5 µM], -2%, 1%, -3%, i, 2%, i, i, 1%
CCCC(CCC(=O)Nc1ccc(C(=O)OC)cc1)C(=O)O (stereo unspecified) is listed as ., i, ., ., ., 4%[20.6 µM], i, ., ?, i, .

Further structures follow.
Value order – DNA Pol III inh, Rhodamine autofl, HBB splicing, UbGFP stabilizer, 15-hLO inh, Epigenetic mod, Texas Red fluor, HADH2 inhib, Fluorescein autfl, 4-MU autofl, Hsp90 Hop PPI
> CC(C)(C)NS(=O)(=O)c1cccc(S(=O)(=O)c2cccc(S(=O)(=O)NC(C)(C)C)c2)c1
  1%, i, 0.7%[0.369 µM], ., 5%, 4%, i, 7%, i, i, -5%
> Cn1c(=O)[nH]c(=O)c2c1nc(Br)n2Cc1ccccc1Cl
  -1%, i, ., 1%, -10%, 0%, ?, -8%, i, i, -2%
> CCOC(=O)c1cc(-c2cccs2)nn1CCC#N
  2%, i, 4.9%[57.5 µM], 1%, 13%, 4%, ?, 11%, ?, i, 0%
> NC(=O)CCn1nc(-c2ccccc2)c2ccccc2c1=O
  -1%, i, -1.5%, 4%, 2%, -1%, i, 3%, ?, i, -4%
> Cc1cc(N2CCC(C(=O)NCC3CC3)CC2)nc(-c2ccccc2)n1
  -5%, i, -0.5%[57.5 µM], 1%, 12%, 0%, i, -7%, i, i, -3%
> NS(=O)(=O)c1cccc2c1c([N+](=O)[O-])cc1nc(O)c(O)nc12
  -21%&-2%, i, 1.4%, 0%&-7%, ?, 3%&-2%, ?, ?, ?, ?, -19%&-17%
> CCCSC1=C(C#N)C(c2ccccc2C)CC(=O)N1 (stereo unspecified)
  4%, i, -0.2%[57.5 µM], 2%, ?, 0%, i, ?, i, i, 1%
> CN(C)/C=N/c1c(C#N)nnn1Cc1ccccc1
  -5%, i, -0.5%, -2%, -8%, -4%, i, -13%, i, i, ?
> O=C(OCC#CCSc1nc2ccccc2s1)c1ccco1
  8%, i, 0.0%, -9%, -1%, 0%, ?, -21%, ?, i, 17%
> CC1CC(C)CN(c2ncc3c(n2)CC(c2ccc(Cl)cc2)CC3=O)C1 (stereo unspecified)
  -9%, i, -0.1%[0.369 µM], 0%, 11%, 0%, ?, -9%, i, i, -5%
> O=C(COC(=O)c1ccc(S(=O)(=O)N2CCOCC2)cc1)NC1CCCC1
  -2%, i, 0.3%, -2%, 1%, 1%, i, 15%, ?, i, -19%
> CCN1CCN(C(=O)c2nn(-c3ccc(C)cc3)c(=O)c3c2c2ccccc2n3C)CC1
  -3%, i, 2.2%, -15%, 6%, 0%, ?, 32µM*, i, 1.7e-08M*, -3%
> CCCc1[nH]nc2c1C(C1CC=CCC1)C(C#N)=C(N)O2 (stereo unspecified)
  -2%, ., 0.6%[9.22 µM], 1%, -21%, 7%, ., -5%, ., ., -6%
> CCC(=O)Nc1ccc(NC(=O)c2ccccn2)cn1
  2%, i, -4.7%, 1%, -1%, 0%, ?, ?, ?, ?, -3%
> COCC(C)n1c(C)cc(C(=O)COC(=O)c2c(C)nn(-c3ccccc3)c2C)c1C (stereo unspecified)
  9%, i, -1.2%, -6%, -7%, -1%, i, 10%, i, i, -6%
> CCN(CC)P(=O)(/C(Cl)=C\Nc1c(C)n(C)n(-c2ccccc2)c1=O)N(CC)CC
  -12%, i, 1.3%[57.5 µM], 1%, 0%, -1%, ?, 2%, ?, i, -4%
> CN1CCC2(CC1)C1CN(C)CC=C1C(C#N)=C(N)C2(C#N)C#N (stereo unspecified)
  ., i, ., ., ., 2%[20.6 µM], i, ., 6e-08M*, 1.1e-07M*, .
> Cc1cccc(OCc2nnc(SCC(=O)N3CCCC3)n2C)c1
  -1%, i, ., 5%, 11%, -2%, i, -2%, i, i, 1%
> O=C(O)CCc1ccc(-c2cccs2)n1NC(=O)c1ccc(Cl)cc1
  -7%[11.4 µM], ., -0.7%[0.0738 µM], 6%[9.17 µM], -18%[11.4 µM], -4%, ., ?, ., ., -7%[11 µM]
> Cc1ccc2cc3cc(C(=O)NCCCN4CCc5ccccc5C4)oc3nc2c1
  -6%, i, 0.3%, 8%, -10%, -1%, i, ?, i, 1.8e-08M*, -7%
> COC(=O)c1ccccc1NC(=O)c1cc(OC)cc(OC)c1
  0%, i, -1.5%, -5%, -7%, -2%, i, -1%, ?, i, 17%
